CIT2 TOR yeast: modulators of TOR pathway CIT2-GFP in S. cerevisiae; S. cerevisiae CIT2-GFP strain, flow cytometry, 3 h; 100 means same as DMSO wells; 0.065% of 320,000 active; GFP response vs DMSO, % at 10 µM; AID 2029;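 active = GFP response relative to DMSO above a set limit, near the screen mean plus 3 SD, cut at about 150% in these data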;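 note: ratio of well median GFP fluorescence to mean of DMSO wells on the plate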
AGP1 TOR yeast: yeast TOR pathway AGP1-GFP modulation; S. cerevisiae AGP1-GFP multiplex flow cytometry, 3 h; GFP as percent of DMSO wells; GFP response vs DMSO, % at 10 µM; 0.02% of 320,000 active; AID 2066;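 active = GFP response relative to DMSO above a set limit, near screen average plus 3 SD, cut at about 150% in these data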;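 note: median GFP channel fluorescence of the gated AGP1 strain per well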
MEP2 TOR yeast: yeast TOR pathway MEP2-GFP modulation | AID 2016 | S. cerevisiae MEP2-GFP strain, flow cytometry GFP, 3 h; 100% = DMSO control level | GFP response vs DMSO, % at 10 µM | 0.51% of 330,000 active;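 active = GFP response versus DMSO above a set limit, roughly screen mean plus 3 SD, cut at about 180% in these data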;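 note: median GFP fluorescence of the barcode-gated MEP2-GFP cells per well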
JMJD2C inh: inhibitors of human GASC-1 (JMJD2C) demethylase; inhibition, % at 2.35 µM; Q9H3R0; AID 2099; GST-JMJD2C(1-420) H3K9me3 demethylation, DELFIA europium; 0.069% of 330,000 active;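 active = more than half of a compound's replicate wells show inhibition beyond 50%, single wells judged on their own value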;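 note: signal counts dimethyl H3K9 product captured on neutravidin plate; 0% = median of DMSO wells and 100% = 0.3 times that DMSO median; strong numbers were not always called active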
GRK2 inh: human GRK2 inhibition via aptamer displacement; AID 488847; 0.59% of 330,000 active; inhibition of aptamer binding, % at 10 µM; bead flow cytometry, FAM-aptamer displacement from GRK2;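 active = inhibition of aptamer binding above 40%, roughly 3 SD of noise, on plates passing a quality check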;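 note: median bead fluorescence of bound FAM aptamer so fluorescent compounds give negative values; no value below 0 was filed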
RPL19A-GFP yeast: modulators of TOR pathway RPL19A-GFP in S. cerevisiae; S. cerevisiae RPL19A-GFP strain, flow cytometry, 3 h; hits give low values; 0.3% of 330,000 active; percent response vs DMSO, % at 10 µM;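 active = percent response vs DMSO below 50%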;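 note: median channel GFP fluorescence of the barcoded RPL19A-GFP strain; ratio of sample median GFP to plate DMSO average so 100% = DMSO; lower means less RPL19A-GFP as with rapamycin TOR inhibition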
LAP4 TOR yeast: alters LAP4-GFP fluorescence in TOR pathway yeast screen; 0.34% of 320,000 active; GFP response vs DMSO, % at 10 µM; S. cerevisiae LAP4-GFP multiplex, flow cytometry GFP, 3 h; median GFP as percent of DMSO wells;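 active = GFP response vs DMSO above a set limit, about the screen mean plus 3 SD, cut at about 150% in these data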
VLA-4 inh: inhibition in a human VLA-4 binding assay; inhibition, % (about 7 µM as worked out from the volumes in the protocol); VLA-4 expressing cells, ligand binding flow cytometry; 0.2% of 330,000 active; in the data active = inhibition above about 50%
Target sequence (P13612 whole entry, looked up): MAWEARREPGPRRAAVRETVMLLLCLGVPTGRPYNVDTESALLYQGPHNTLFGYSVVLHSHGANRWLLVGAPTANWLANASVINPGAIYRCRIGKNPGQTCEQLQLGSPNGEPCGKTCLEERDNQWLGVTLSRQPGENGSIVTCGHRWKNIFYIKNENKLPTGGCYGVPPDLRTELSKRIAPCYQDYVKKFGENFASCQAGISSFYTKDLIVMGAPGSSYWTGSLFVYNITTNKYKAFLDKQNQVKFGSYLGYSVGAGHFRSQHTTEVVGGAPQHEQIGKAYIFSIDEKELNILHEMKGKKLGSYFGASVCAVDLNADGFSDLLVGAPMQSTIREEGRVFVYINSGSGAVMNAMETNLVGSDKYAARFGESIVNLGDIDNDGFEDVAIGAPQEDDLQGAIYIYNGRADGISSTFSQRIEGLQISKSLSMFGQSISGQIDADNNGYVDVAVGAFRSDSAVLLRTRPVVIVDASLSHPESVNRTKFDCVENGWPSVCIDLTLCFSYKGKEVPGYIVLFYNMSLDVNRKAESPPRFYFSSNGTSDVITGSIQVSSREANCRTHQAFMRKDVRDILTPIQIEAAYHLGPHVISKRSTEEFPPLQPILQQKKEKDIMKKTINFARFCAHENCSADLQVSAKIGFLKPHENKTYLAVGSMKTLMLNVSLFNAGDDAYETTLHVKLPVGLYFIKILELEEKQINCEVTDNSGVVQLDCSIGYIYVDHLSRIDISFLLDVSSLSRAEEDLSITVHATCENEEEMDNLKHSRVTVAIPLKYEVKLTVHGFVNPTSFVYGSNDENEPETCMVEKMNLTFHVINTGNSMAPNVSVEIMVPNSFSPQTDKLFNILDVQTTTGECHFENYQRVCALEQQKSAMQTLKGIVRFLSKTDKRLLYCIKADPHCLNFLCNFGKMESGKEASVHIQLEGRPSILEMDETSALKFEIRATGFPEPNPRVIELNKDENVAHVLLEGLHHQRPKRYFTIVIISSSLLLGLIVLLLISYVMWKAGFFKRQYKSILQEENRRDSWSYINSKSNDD
* hit, by the source's call; · = not tested or not shown.

[1] CS(=O)(=O)NCCSCc1ccccc1
[2] OCCNCCO
[3] CSc1c(C#N)c(N)c(C#N)c2c1COC(C)(C)C2
[4] Cc1oc(-c2ccccc2F)nc1CN1CCC(C(=O)NCc2cccs2)CC1
[5] Cc1nc(NC(=O)c2cnccn2)ccc1Br
[6] COc1ccc(CCNC(=O)COC(=O)Cc2c[nH]c3ccccc23)cc1OC
[7] O=C1/C(=C/c2ccccn2)SC(=S)N1c1cccc(O)c1
[8] COc1cc(OC)c(C(=O)OC(C)C(=O)Nc2cc(C(F)(F)F)ccc2Cl)cc1OC (centres undefined)

| Assay by compound | 1 | 2 | 3 | 4 | 5 | 6 | 7 | 8 |
| --- | --- | --- | --- | --- | --- | --- | --- | --- |
| CIT2 TOR yeast | 114 | 99 | 95 | 91 | 97 | 100 | 96 | 104 |
| AGP1 TOR yeast | 109 | 103 | 92 | 107 | 90 | 99 | 105 | 104 |
| MEP2 TOR yeast | 103 | 108 | 89 | 95 | 109 | 104 | 102 | 119 |
| JMJD2C inh | -13 | · | 1 | 0 | 1 | · | 15 | 7 |
| GRK2 inh | 0 | 1 | 3 | 1 | 1 | 0 | 2 | 3 |
| RPL19A-GFP yeast | 102 | 98 | 95 | 96 | 101 | 99 | 101 | 108 |
| LAP4 TOR yeast | 101 | 107 | 89 | 76 | 85 | 89 | 92 | 112 |
| VLA-4 inh | 8 | 16 | 10 | -20 | 7 | 2 | 10 | 10 |

[9] CCOC(=O)c1cc(OC(=O)c2ccccc2OC)n(-c2ccccc2)n1
[10] Cc1c(NC(=O)CCC2CCCCC2)cc(C(=O)N2CCOCC2)cc1[N+](=O)[O-]
[11] CC(O)[C@H]1CNC(=O)C(=O)N1CCc1cccc2ccccc12 (some centres undefined)
[12] CCOC(=O)C1CCN(C2=NC(=O)/C(=C/c3ccccc3OC)S2)CC1
[13] CC(C)N1CCN(Cc2coc3ccccc3c2=O)CC1CCO (centres undefined)
[14] CCOC(=O)C1=C(CS(=O)(=O)c2ccccc2)NC(=O)NC1c1ccccc1OC (centres undefined)
[15] Cc1ccc(S(=O)(=O)N2CCOCC2)cc1C(=O)OC(C)C(=O)NC1CCCC1 (centres undefined)
[16] CCN(C[C@H]1N[C@@](Cc2ccccc2)(C(=O)OC)[C@H]2C(=O)N(C)C(=O)[C@@H]12)C(=O)COC

| Assay by compound | 9 | 10 | 11 | 12 | 13 | 14 | 15 | 16 |
| --- | --- | --- | --- | --- | --- | --- | --- | --- |
| CIT2 TOR yeast | 91 | 103 | 105 | 101 | 104 | 103 | 115 | 90 |
| AGP1 TOR yeast | 97 | 109 | 104 | 98 | 108 | 104 | 109 | 95 |
| MEP2 TOR yeast | 92 | 111 | 99 | 108 | 106 | 99 | 118 | 98 |
| JMJD2C inh | -3 | -8 | -3 | 1 | 9 | 3 | 11 | 4 |
| GRK2 inh | 3 | 0 | 0 | 4 | 0 | 2 | 0 | 0 |
| RPL19A-GFP yeast | 107 | 104 | 100 | 102 | 110 | 99 | 111 | 90 |
| LAP4 TOR yeast | 102 | 108 | 92 | 93 | 98 | 89 | 102 | 83 |
| VLA-4 inh | 8 | 12 | 9 | 7 | -6 | 19 | 13 | 23 |

[17] Brc1ccc([C@H]2CN3CCSC3=N2)cc1
[18] O=C(N/N=C/c1ccco1)C(O)C(O)C(=O)N/N=C/c1ccco1 (centres undefined)
[19] COC(=O)c1ccc(C)c(N(CCO)CCO)c1
[20] COc1ccccc1NC(=O)COC(=O)c1ccccc1SCC(=O)N1CCCC1
[21] COc1ccc(CCNC(=O)C2Cc3ccccc3C(=O)O2)cc1 (centres undefined)
[22] COC(=O)c1sc(NC(=O)c2ccc([N+](=O)[O-])o2)c(C#N)c1C
[23] CN1CCN(C(=O)CN(c2cc(C(F)(F)F)ccc2Cl)S(C)(=O)=O)CC1
[24] COc1ccc(CNC(=O)C2CCCN(S(=O)(=O)c3ccc(F)cc3)C2)cc1 (centres undefined)

| Assay by compound | 17 | 18 | 19 | 20 | 21 | 22 | 23 | 24 |
| --- | --- | --- | --- | --- | --- | --- | --- | --- |
| CIT2 TOR yeast | 84 | 100 | 103 | 90 | 92 | 78 | 100 | 99 |
| AGP1 TOR yeast | 87 | 101 | 107 | 94 | 96 | 36 | 101 | 97 |
| MEP2 TOR yeast | 92 | 106 | 106 | 97 | 95 | 89 | 105 | 108 |
| JMJD2C inh | -40 | -1 | 1 | -4 | -17 | -5 | 7 | 2 |
| GRK2 inh | 3 | 2 | 0 | 0 | 0 | 2 | 0 | 5 |
| RPL19A-GFP yeast | 96 | 103 | 104 | 98 | 96 | 96 | 100 | 104 |
| LAP4 TOR yeast | 87 | 97 | 109 | 98 | 104 | 130 | 102 | 95 |
| VLA-4 inh | 5 | 2 | -3 | -16 | 21 | 4 | -8 | 3 |

[25] CCCCn1cnc(C(=O)OCC)c1N
[26] COc1ccc2nc(N3CCCCC3)c(C#N)cc2c1
[27] O=C(Nc1c(-c2ccc(F)cc2)nc2ccccn12)c1ccc(F)cc1
[28] COc1ccc(CNc2nc3c(c(=O)[nH]c(=O)n3C)n2CCCc2ccccc2)cc1
[29] CCn1cc(C(=O)NCc2cccs2)c(=O)c2cc(S(=O)(=O)N3CCOCC3)ccc21
[30] O=C(Cn1cc(C(F)(F)F)ccc1=O)Nc1ccccc1
[31] COc1ccc(-c2nnn(CC(=O)NCc3ccccc3)n2)cc1OC
[32] CCOC(=O)C(=O)Nc1ccccc1C#N

| Assay by compound | 25 | 26 | 27 | 28 | 29 | 30 | 31 | 32 |
| --- | --- | --- | --- | --- | --- | --- | --- | --- |
| CIT2 TOR yeast | 100 | 99 | 88 | 104 | 99 | 93 | 99 | 99 |
| AGP1 TOR yeast | 103 | 96 | 80 | 102 | 102 | 98 | 99 | 102 |
| MEP2 TOR yeast | 104 | 105 | 110 | 103 | 102 | 102 | 103 | 107 |
| JMJD2C inh | 13 | -6 | 1 | 17 | 3 | -4 | 5 | 4 |
| GRK2 inh | 0 | 4 | 1 | 0 | 3 | 0 | 0 | 0 |
| RPL19A-GFP yeast | 106 | 97 | 105 | 104 | 98 | 98 | 101 | 103 |
| LAP4 TOR yeast | 93 | 100 | 94 | 101 | 102 | 98 | 103 | 109 |
| VLA-4 inh | 4 | -344 | 4 | 2 | 2 | 10 | 16 | -2 |

[33] O=C(CSCc1ccccc1)N/N=C/c1ccccc1OCc1ccccc1
[34] Cc1ccc2nc(SCC(=O)Nc3cccc(S(=O)(=O)N(C)C)c3)[nH]c2c1
[35] CCOC(=O)c1ccc(N2Cc3ccccc3C2=NC(=O)c2cccc([N+](=O)[O-])c2)cc1
[36] Cc1csc(SCC(=O)Nc2cc(C(N)=O)cc(C(N)=O)c2)n1
[37] O=C(CCN1C(=O)c2ccc([N+](=O)[O-])cc2C1=O)Nc1ccc(O)cc1C(=O)O
[38] COc1cc(CNc2ccc(N3CCN(C(C)=O)CC3)cc2)ccc1OCc1ccccc1
[39] CN1CCc2cc3c(c4c2C1CC41CCC(=NO)CC1)OCO3 (centres undefined)
[40] CC(=O)N(C)c1ccc(NCc2cc(=O)oc3cc(C)c(O)cc23)cc1

| Assay by compound | 33 | 34 | 35 | 36 | 37 | 38 | 39 | 40 |
| --- | --- | --- | --- | --- | --- | --- | --- | --- |
| CIT2 TOR yeast | 104 | 107 | 82 | 91 | 101 | 94 | 114 | 102 |
| AGP1 TOR yeast | 100 | 105 | 82 | 98 | 100 | 94 | 119 | 100 |
| MEP2 TOR yeast | 99 | 100 | 88 | 97 | 98 | 98 | 109 | 98 |
| JMJD2C inh | -7 | 13 | -9 | 4 | -1 | -1 | -7 | -3 |
| GRK2 inh | 5 | 0 | 0 | 0 | 5 | 1 | 0 | 3 |
| RPL19A-GFP yeast | 99 | 106 | 93 | 92 | 101 | 100 | 110 | 105 |
| LAP4 TOR yeast | 103 | 96 | 100 | 100 | 103 | 94 | 107 | 88 |
| VLA-4 inh | 12 | -13 | 8 | 10 | -6 | -10 | -2 | -14 |

[41] CN1CCN(c2nc3ccccn3c(=O)c2C=O)CC1
[42] O=S1(=O)CC(O)C(N2CCC(c3ccccc3)CC2)C1 (centres undefined)
[43] Nn1c(SCC(=O)NC2CCS(=O)(=O)C2)nc2scc(-c3ccccc3)c2c1=O (centres undefined)
[44] CC(NCC(=O)Nc1ccccc1C(=O)NC1CC1)c1cccc(C(F)(F)F)c1 (centres undefined)
[45] CCOC(=O)C1=C(CC)OC(N)=C(C#N)C1c1ccc(OC)c(OC)c1OC (centres undefined)
[46] Cc1ccc(S(=O)(=O)Nc2cc(=O)[nH]c(SCc3ccccc3Cl)n2)cc1
[47] CCCCN(CC)CCCNC(=S)Nc1ccc2nc3n(c(=O)c2c1)CCCCC3
[48] O=C1C2C(C(=O)N1Cc1cccnc1)C1C=CC2C12CC2 (centres undefined)

| Assay by compound | 41 | 42 | 43 | 44 | 45 | 46 | 47 | 48 |
| --- | --- | --- | --- | --- | --- | --- | --- | --- |
| CIT2 TOR yeast | 102 | 98 | 107 | 99 | 99 | 94 | 98 | 102 |
| AGP1 TOR yeast | 98 | 98 | 107 | 96 | 97 | 94 | 103 | 98 |
| MEP2 TOR yeast | 112 | 98 | 98 | 97 | 110 | 102 | 104 | 100 |
| JMJD2C inh | 5 | 1 | 10 | -1 | -6 | 3 | 0 | 14 |
| GRK2 inh | 1 | 0 | 0 | 0 | 0 | 5 | 0 | 0 |
| RPL19A-GFP yeast | 109 | 94 | 102 | 95 | 101 | 102 | 100 | 100 |
| LAP4 TOR yeast | 91 | 97 | 95 | 97 | 101 | 92 | 96 | 95 |
| VLA-4 inh | 13 | -6 | 13 | 0 | 28 | -3 | 17 | -6 |

[49] O=C1CC(c2cc(-c3ccccc3)no2)C1
[50] CN(C(=O)COC(=O)c1cccc(S(=O)(=O)N2CCOCC2)c1)C1CCS(=O)(=O)C1 (centres undefined)
[51] COc1ccc(C(C(=O)NCc2ccccc2)N(Cc2cccnc2)C(=O)c2snc(C(N)=O)c2N)cc1OC (centres undefined)
[52] CCN(CC)CCCNc1oc(-c2cccc(Cl)c2)nc1C#N
[53] C=CCn1c(SCC(=O)N2CCc3ccccc3C2)nnc1-c1ccncc1
[54] Cc1ccc(NC(N)=S)cc1C
[55] CCc1ccc(OCC(=O)Nc2ccc(-c3nc4ccccc4o3)c(O)c2)cc1
[56] O=C(COc1ccccc1)NCCc1cn2ccsc2n1
[57] Cc1ccccc1C(=O)Nc1ccc(C(=O)N/N=C/c2ccccn2)cc1
[58] Cc1occc1C(=O)NNC(=S)NCC(C)C
[59] Cc1cc(C)n(-c2c(F)c(F)c(CN3CCOCC3)c(F)c2F)n1

| Assay by compound | 49 | 50 | 51 | 52 | 53 | 54 | 55 | 56 | 57 | 58 | 59 |
| --- | --- | --- | --- | --- | --- | --- | --- | --- | --- | --- | --- |
| CIT2 TOR yeast | 67 | 99 | 106 | 101 | 103 | 104 | 101 | 99 | 101 | 100 | 89 |
| AGP1 TOR yeast | 76 | 111 | 99 | 108 | 93 | 120 | 98 | 98 | 101 | 104 | 87 |
| MEP2 TOR yeast | 93 | 103 | 104 | 106 | 72 | 117 | 112 | 103 | 105 | 106 | 95 |
| JMJD2C inh | 10 | -4 | 24 | -29 | -12 | 1 | -9 | -17 | -7 | 8 | -12 |
| GRK2 inh | 3 | 2 | 0 | 0 | 23 | 2 | 4 | 0 | 0 | 0 | 1 |
| RPL19A-GFP yeast | 91 | 102 | 101 | 102 | 101 | 108 | 105 | 99 | 101 | 101 | 87 |
| LAP4 TOR yeast | 125 | 116 | 96 | 112 | 84 | 113 | 108 | 98 | 95 | 107 | 92 |
| VLA-4 inh | 0 | 2 | 1 | · | -1 | -4 | 0 | 0 | 3 | 2 | 1 |
